APE1 inh: blocks human APE1 abasic DNA cleavage | AID 2517 | recombinant APE1, TAMRA/BHQ-2 abasic DNA cleavage fluorescence | actives 0.35% (n = 350,000) | P27695 | Potency, µM (series often up to 65.8 µM), without a hit: top-dose activity change, negative = inhibition, actives largely listed as inhibitors;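 also: potency is read from the fitted curve at half-maximal effect; plate controls were vehicle for no effect and reference inhibitor for full effect; nearly all actives have a fitted effect of over 55% in size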
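APE1 at 0.75 nM preincubated 15 min at room temperature with compound. Reaction then started with 50 nM double-stranded THF-abasic substrate labelled with TAMRA/BHQ-2, and 525/598 nm fluorescence read kinetically. Activity taken as third-minus-first read difference, normalized to DMSO and NSC13755 controls.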
POLK inh: inhibitors of human DNA polymerase kappa; Q9UBT6; purified Pol kappa, fluorescent DNA synthesis assay, 10 min; Potency, µM (titrated, usually from 107 µM), for the others: at the highest dose activity, negative = inhibition, most hits filed as inhibitors; actives 0.53% (n = 400,000); AID 588579; also: potency is read from the fitted curve at half-maximal effect; % is scaled to controls: 0 for no effect and ±100 for the full control effect
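Readout: fluorescence, taken kinetically at 0 and 10 min. Conditions: 10 nM Pol kappa, 15 min RT compound preincubation, 50 nM substrate final. Controls: enzyme-free buffer wells.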
POLB inh: blocks human DNA polymerase beta activity. P06746. Pol beta primer extension/strand displacement, fluorescence kinetic. Potency, µM (doses to about 114 µM), inactives show at the highest dose activity change, negative = inhibition, actives largely listed as inhibitors. actives 1.3% (n = 340,000); also: potency is read from the fitted curve at half-maximal effect; % is scaled to controls: 0 for no effect and ±100 for the full control effect
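Reaction started by 50 nM substrate onto compound-treated Pol beta (10 nM, 15 min preincubation, room temperature); plates read at 0 min and 10 min. Normalized concentration-effect data fitted by four-parameter Hill equation.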
RGS4 inh: inhibitors of human regulator of G protein signaling 4; P49798; actives 0.039% (n = 390,000); Potency, µM (series often up to 114 µM), inactives show top-dose activity change, negative = inhibition, most hits filed as inhibitors; Transcreener GDP fluorescence polarization, RGS4-accelerated GTP hydrolysis; also: potency is read from the fitted curve at half-maximal effect; % is scaled to controls: 0 for no effect and ±100 for the full control effect; nearly all actives have a fitted effect of over 75% in size; some results filed as inactive show a strong effect at the top dose
Target sequence (P49798 whole entry, looked up): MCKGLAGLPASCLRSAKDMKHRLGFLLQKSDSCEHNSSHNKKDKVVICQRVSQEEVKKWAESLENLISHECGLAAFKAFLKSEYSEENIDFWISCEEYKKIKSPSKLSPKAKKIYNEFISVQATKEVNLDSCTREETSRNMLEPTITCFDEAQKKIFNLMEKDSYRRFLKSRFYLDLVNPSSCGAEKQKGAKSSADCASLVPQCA
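MLSMR compounds (23 nl, pin-transferred) preincubated 10 min at room temperature with a 500nM (2x) first reagent, then RGS4 at 900nM (2x) plus Transcreener GDP mix added; fluorescence polarization (620/688 nm) read before and after 90 min at 30 °C.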
Anesthetic bind: binds horse apoferritin like a general anesthetic; apoferritin/1-aminoanthracene competitive binding, fluorescence; Potency, µM (highest dose often 77.5 µM), for inactives: top-dose activity change, negative = displacement, actives largely listed as inhibitors; actives 0.074% (n = 350,000); AID 485281; also: potency is read from the fitted curve at half-maximal effect; % is scaled to controls: 0 for no effect and ±100 for the full control effect; nearly all actives have a fitted effect of over 20% in size
Target sequence (P02791 2-175 limits assumed): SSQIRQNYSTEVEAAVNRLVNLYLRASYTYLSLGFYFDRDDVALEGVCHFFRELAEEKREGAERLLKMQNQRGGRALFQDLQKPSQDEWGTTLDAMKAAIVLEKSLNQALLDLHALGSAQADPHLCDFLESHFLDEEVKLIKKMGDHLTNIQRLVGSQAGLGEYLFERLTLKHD
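Read-out: endpoint 1-AMA fluorescence, excitation 380 nm and emission 535 nm, after compounds sit 10 min at room temperature with 10 uM horse-spleen apoferritin in 50% saturated 1-AMA/PBS. Values come from four-parameter Hill fits.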
LDHA block: inhibitors of human lactate dehydrogenase A. P00338. purified LDHA, NADH/diaphorase-resazurin fluorescence; stronger effect = lower value. activity change, % (values are at about 110 or 230 µM). actives 0.15% (n = 480,000). AID 1347041; in the data active = activity change below about -30%; inconclusive = mostly about -25% to -30%;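 also: plate controls were DMSO wells for no effect and wells without enzyme for full effect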
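Remaining NADH was detected by diaphorase (0.133 mg/mL) converting 37 µM resazurin to fluorescent resorufin, read at 0 and 20 minutes. The preceding 5-minute room-temperature reaction used 2 nM LDHA, 0.2 mM sodium pyruvate and 0.06 mM NADH at pH 7.4.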
ALOX12 inh: ALOX12 (human) lipoxygenase inhibition. purified 12hLO, xylenol orange hydroperoxide absorbance. AID 1671190. P18054. actives 1.1% (n = 580,000). Potency, µM (series often up to 108 µM), without a hit: at the highest dose activity change, negative = inhibition, hits mostly inhibitors; also: potency is read from the fitted curve at half-maximal effect; % is scaled to controls: 0 for no effect and ±100 for the full control effect
Target sequence (P18054 whole entry, looked up): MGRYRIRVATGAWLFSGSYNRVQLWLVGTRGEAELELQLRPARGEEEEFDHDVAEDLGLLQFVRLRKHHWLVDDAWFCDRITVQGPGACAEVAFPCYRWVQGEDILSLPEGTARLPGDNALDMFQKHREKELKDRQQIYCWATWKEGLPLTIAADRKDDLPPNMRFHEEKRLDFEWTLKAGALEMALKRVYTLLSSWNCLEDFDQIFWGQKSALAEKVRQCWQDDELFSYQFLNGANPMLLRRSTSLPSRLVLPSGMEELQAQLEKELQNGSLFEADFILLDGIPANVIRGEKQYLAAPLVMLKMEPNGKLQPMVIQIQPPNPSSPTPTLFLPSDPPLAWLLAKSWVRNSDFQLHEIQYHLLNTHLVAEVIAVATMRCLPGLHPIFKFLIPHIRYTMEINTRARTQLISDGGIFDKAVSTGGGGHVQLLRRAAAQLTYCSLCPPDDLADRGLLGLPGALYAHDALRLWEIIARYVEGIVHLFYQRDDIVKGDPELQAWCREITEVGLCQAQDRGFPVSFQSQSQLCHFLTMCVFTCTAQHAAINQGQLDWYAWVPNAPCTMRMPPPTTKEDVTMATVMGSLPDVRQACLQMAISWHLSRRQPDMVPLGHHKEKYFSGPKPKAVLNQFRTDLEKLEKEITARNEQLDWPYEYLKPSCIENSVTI
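Purified human 12hLO (150 nM final) in 25 mM Hepes, 0.01% Triton X-100, pH 7.0 was preincubated 15 min at room temperature with compound. Then 40 uM arachidonic acid was added, 30 min. Hydroperoxide was read by Fe-XO absorbance ratio 573/405 nm.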
POLH inh: blocks human DNA polymerase eta activity; AID 588591; Potency, µM (series often up to 114 µM), for the others: at the top dose activity change, negative = inhibition, hits mostly inhibitors; recombinant Pol eta, fluorescent DNA replication assay; actives 1.2% (n = 390,000); also: potency is read from the fitted curve at half-maximal effect; % is scaled to controls: 0 for no effect and ±100 for the full control effect
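Fluorescent replication assay: 50 nM final substrate added after a 15 min room-temperature compound preincubation with 10 nM enzyme. Signal taken at 0 min and again at 10 min.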
ERG-DNA inh: ERG Ets/DNA interaction inhibition; P11308; fluorescence polarization, His-ERG Ets domain / labelled DNA; Potency, µM (doses to about 76.9 µM), inactives show at the highest dose FP activity, negative = inhibition, usual class: inhibitors; actives 0.028% (n = 370,000); AID 624246; active = well fitted inhibition curve with a large enough effect in the polarisation, with a control signal flat; inconclusive = small, poorly fitted or top-dose-only effect, or effect the other way, or a change in a side signal; inactive = no such curve, though single readings can be large or run the other way; the % refers to the polarisation;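 also: polarization taken with two DNA probes labelled with fluorescein and Texas red; potency is read from the fitted curve at half-maximal effect; % of control where 0% means no effect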
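His-tagged ERG Ets domain (1 uM in the protein solution; 300mM KCl, 50mM Tris-HCl, 1mM EDTA, 1mM DTT, pH 7.5) received compound, then a probe mix of 5 nM fluorescein-DNA and 100nM Texas-615-DNA. Fluorescence polarization was read for both dyes.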
Starred values were filed as active, the others as inactive; ? = inconclusive; . = not tested or not shown; & = joins results of further samples; [ ] = remark or other dose. Unless noted, calls follow the shape of the dose curve; as a rule, active = well fitted curve in the direction sought with a large enough effect; inconclusive = small, poorly fitted or top-dose-only effect, or another doubt; inactive = no such curve, though single readings can be large; an effect the other way counts as inactive or inconclusive.

SMILES	APE1 inh	POLK inh	POLB inh	RGS4 inh	Anesthetic bind	LDHA block	ALOX12 inh	POLH inh	ERG-DNA inh
Cc1nc(NC(=O)c2cccnc2Cl)sc1C	.	-5%	.	-5%	.	-5	254%[activator]	-21%	-1%
Cc1c(NS(=O)(=O)c2cccc(C(=O)NCc3ccncc3)c2)c(=O)n(-c2ccccc2)n1C	-5%	-13%	5%	43%	-10%	3	231%[activator]	-15%	-2%
CCOC(=O)C1CCCN(C(=O)CSc2nnnn2C)C1 (centres undefined)	49%[activator]	-4%	.	5%	.	-1	157%[activator]	-1%	17%
CC(C)c1nc(Cl)c(C#N)c2c1COC(C)(C)C2	-1%	-8%	-10%	7%	3%	-6	-4%	?	-1%
O=C(NCCc1ccc(Cl)cc1)c1ccc(CSCc2cccc(Cl)c2)o1	.	-10%[60.1 µM]	0%	-18%	3%	1	-21%	-15%	1%
CCC(C)(C)C(=O)Nc1cc([N+](=O)[O-])ccc1F	0%	0%	8%	-3%	?	-4	-32%	-6%	-5%
CCSc1nc2ccccc2n1CCC(=O)O	-2%	-33%	1%	13%	9%	0	-23%	-14%	5%
CN1CCN(C(=S)c2ccc(-c3cc(Cl)ccc3Cl)o2)CC1	-13%	11%	-2%	-13%	-15%	-2	?	-16%	9%
CC(C)C(OC(=O)C1=Cc2ccccc2OC1)C(=O)NC1CCCC1 (centres undefined)	0%	-5%	20%	-18%	-9%	-8	-1%	-18%	-7%
Cc1ccc(-c2cc(-c3ccccc3)c(C#N)c(Br)n2)cc1	5%	-2%	44%	-8%	-6%	-7	5%	?	-1%
CO/N=C/Cc1c([N+](=O)[O-])c(C)nn1C	-2%	1%	-2%	0%	-4%	-1	-13%	-12%	1%
Cc1ccc(CNC(=O)CCc2c(C)nn(-c3ccc(N4CCCCC4)nn3)c2C)cc1	.	30%	-8%	-16%	-3%	4	-3%	5%	2%
Cc1ccc(C)c(S(=O)(=O)N2CCCC2CNC(=O)C(=O)NC2CCCCCC2)c1 (centres undefined)	12%	-11%	.	-38%	.	-1	13%	-19%	-12%
COc1ccc(-c2cc(OC(=O)c3cccc(C)c3)c3c(C)oc(C)c3c(=O)c2)cc1	.	-24%	?	?	?	15	?	-14%	-4%
CCNC(=O)/C(C#N)=C/c1c(N2CCN(c3ccc(OC)cc3)CC2)nc2c(C)cccn2c1=O	-4%	-4%	38%	-58%[56.9 µM]	-1%	5	-29%	-3%	-1%
COc1ccccc1OCC(=O)n1cc(C(=O)c2cc(Cl)cc(Cl)c2O)cn1	-1%	-3%	6%	-17%	-9%	-9	0%	-6%	4%
NC(=O)c1ccc(NC(=O)CSc2nnc(C3CC3)n2C2CC2)cc1	4%	-6%	.	-16%	.	-7	2%	-18%	0%
CCOc1ccccc1CNn1nnnc1N	-8%	4%	0%	-5%	4%	-2	0%	-13%	12%
O=C(C[C@H]1C/C=C\CC[C@H](Cc2ccc(F)cc2)C(=O)OC[C@H]2CCCN2C1=O)N[C@@H](CO)Cc1ccccc1	-17%	-4%	.	6%	.	-3	-2%	-17%	2%
O=C(N/N=C1/C(=O)c2cccc3cccc1c23)c1ccc(Cl)cc1	0%	-42%	?	?	?	-13	0%[57.4 µM]	8.9µM*	8%
N/C(=N\OC(=O)c1ccc(Cl)cc1)c1nonc1N	-1%	0%	-15%	-8%	-11%	-4	14%	-16%	-8%
Cc1scc(C(=O)NNC(=S)NC(C)c2ccccc2)c1C (centres undefined)	10%	-8%	-14%	-47%	-8%	-4	?	-12%	2%
O=C(CCN1CCc2ccccc2C1)Nc1ccccc1F	14%	-9%	5%	10%	4%	-12	-19%	-6%	-1%
CC1(COS(N)(=O)=O)CCCCC1	65%	5%	-1%	-2%	5.6µM*	-7	.	-8%	-5%
Cc1cc(C)n(C(=O)CCNC(=O)c2ccccc2Cl)n1	-2%	7%	2%	7%	-9%	-3	-1%	5%	-8%
COc1cccc(/C=C/C(=O)OCC(=O)NC(=O)NC2CCCC2)c1	5%	-1%	.	-20%	.	0	18%	-5%	6%
C=CCOC(=O)C1=C(C)NC(=O)NC1C1CC=CCC1 (centres undefined)	1%	-2%	12%	-23%	-12%	-2	-7%	-14%	10%
CC(=O)c1cn(CC(=O)Nc2ccc(C)cc2C)c2ccccc12	13%	-12%	?	-6%	3%	-5	0%	0%	-20%
COc1ccc(-c2csc(N3CCN(C(=O)c4ccco4)CC3)n2)cc1	-4%	5%	7%	-37%	-12%	0	-8%	-27%	-9%
CCOC(=O)c1sc2nc(C)nc(SCC(=O)N(C)C3CCS(=O)(=O)C3)c2c1C (centres undefined)	-1%	-8%[60.1 µM]	-1%	11%[11.4 µM]	-8%	-10	-3%	8%	10%
Cc1cccc(-c2noc(CN(C(=O)c3ccc(Br)o3)C(C)C)n2)c1	1%	-9%	1%	-31%	-2%	-5	?	?	-3%
C/C(=N\NC(=O)COc1c(C)cccc1C)c1cccs1	-1%	?	-26%	0%	-9%	-14	-9%	-20%	0%
CN(C(=O)c1ccc(OC2CCN(C(=O)c3cccnc3)CC2)cc1)C1CCCCC1	0%	-6%	-1%	31%	-9%	-2	9%	?	4%
CC(C)N1CCC(N2CCN(Cc3cnc(-c4ccccc4)s3)CC2CCO)CC1 (centres undefined)	0%	-9%	-12%	-4%	-1%	-4	-10%	-21%	3%
COc1cccc2c(=O)c(C(=O)NCCc3ccccc3)c[nH]c12	.	-16%	.	-12%	.	3	-11%	-23%	-3%
CCN(CC(=O)NCc1ccc2c(c1)OCO2)S(=O)(=O)c1ccc(F)cc1	-1%	-3%	7%	-7%	8%	-2	-24%	-7%	6%
O=C(NCc1ccncc1)C12CC3CC(CC(C3)C1)C2	5%	-16%	5%	-22%	?	-3	40%[activator]	0%	-1%
CCc1ccc2occ(CC(=O)Nc3ccc(C)c(C)c3)c2c1	.	-3%	0%	-15%	-1%	5	5%	-24%	-1%
Cc1csc2nc(COC(=O)c3ccc(NC(=O)COc4ccccc4F)cc3)cc(=O)n12	.	4%[60.1 µM]	-14%	-27%	-4%	0	-25%	4%	0%
CC(C)OC(=O)CSc1nc(N)c(C#N)cc1C#N	-1%	-19%	18%	6%	-9%	-1	-9%	-2%	4%
O=C1N[C@H](Cc2ccccc2)COC(=O)[C@H](Cc2ccc(F)cc2)CC/C=C/C[C@H]1CC(=O)N(CCO)Cc1ccccc1	-22%	4%	.	1%	.	0	0%	-13%	-4%
Cc1ccc(NC(=O)C(Cc2ccccc2)NS(=O)(=O)c2ccc3c(c2)oc(=O)n3C)cc1C (centres undefined)	.	-12%	?	-10%	3%	-12	0%	-3%	6%
Cc1ccc2c(c1)N(C(=O)NC1CCCCC1)C(C)(C)CC2C (centres undefined)	5%	-14%	0%	16%	-4%	3	-18%	-1%	.
O=C(NCCCC1CCCC1)C1CCC(=O)N(Cc2ccc(Cl)cc2)C1 (centres undefined)	-6%	-4%	-3%	-32%	?	-3	-25%	-3%	2%
COc1cc(/C=N/NC(=O)c2ccoc2C)cc(OC)c1O	4%	-13%	-1%	-32%	-4%	10	-6%	-11%	-5%
CCOC(=O)N1CCN(C(=O)C(C)(C)Oc2ccc(Cl)cc2)CC1	-9%	0%	7%	-17%	-11%	-2	254%[activator]	-17%	-2%
COc1ccc(NC(=O)C2CCN(S(=O)(=O)c3ccc(OC)c(OC)c3)CC2)cc1	-1%	-13%	-5%	20%	76%[activator]	-2	1%	-4%	.
CN(Cc1ccco1)S(=O)(=O)c1nnc(NC(=O)c2ccccc2)s1	-10%	?	?	?	-1%&-8%	-1&0	-12%	?	6%&-3%
N#Cc1ccc(/C=C/C(=O)c2ccco2)cc1	30%[activator]	1%	0%	?	-5%	-3	-22%	-8%	-8%
NC(=O)c1cc2c3ccccc3ccn2c1-c1ccccc1	20%	-12%	-1%	-13%	3%	5	?	-14%	-4%
CC(C)Oc1nc(-c2ccccc2Cl)nc2ccccc12	1%	-7%	24%	-19%	-12%	2	-6%	-21%	-24%
CC(C)(C)C(=O)COC(=O)c1ccc(N)c([N+](=O)[O-])c1	-1%	4%	11%	12%	?	-6	0%	-15%	1%
Cc1cc(NCCCN2CCOCC2)n2ncc(-c3ccccc3)c2n1	0%	-6%	-2%	-19%	-9%	-5	122%[activator]	-16%	3%
COCCNC(=S)N/N=C(\C)c1ccc(OC(F)F)cc1	-10%	-11%	-19%	-20%	-4%	-13	?	-9%	4%
NC1=NC(=Nc2ccc(Br)cc2)c2ccccc21	4%	-4%	24%	-24%	-7%	-3	-15%	-18%	-6%
Cc1cc(C)nc(NCCC(=O)O)n1	1%	-11%	10%	15%	-5%	-11	0%	-4%	-1%
CC(=O)n1nnc2ccccc21	?	-3%	.	-8%	5%	.	.	.	.
COc1ccc2nc(Cl)c(C#N)cc2c1	-5%	-3%	-2%	-9%	1%	-8	-12%	-13%	1%

Reprinted at random: two entries already listed
SMILES	APE1 inh	POLK inh	POLB inh	RGS4 inh	Anesthetic bind	LDHA block	ALOX12 inh	POLH inh	ERG-DNA inh
CC(=O)n1nnc2ccccc21	?	-3%	.	-8%	5%	.	.	.	.
Cc1cc(C)nc(NCCC(=O)O)n1	1%	-11%	10%	15%	-5%	-11	0%	-4%	-1%

Not all compounds are listed; count on the stated rates, not on these rows.
